# TRPC4 inh: inhibitors of mouse TRPC4 channel, primary screen, Fluo4 calcium, HEK293 TRPC4beta/mu-opioid cells. Short transient receptor potential channel 4 (Mus musculus), Q9QUQ5. DAMGO-evoked Fluo4 calcium flux; active compounds read low. B-score at 10 µM. 300,000 tested, 0.39% active. AID 2247, 2010;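 active = B-score over 3 SD under the library average, no early fluorescence shift, positive overall ratio signal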
# Target sequence (Q9QUQ5 whole entry, looked up): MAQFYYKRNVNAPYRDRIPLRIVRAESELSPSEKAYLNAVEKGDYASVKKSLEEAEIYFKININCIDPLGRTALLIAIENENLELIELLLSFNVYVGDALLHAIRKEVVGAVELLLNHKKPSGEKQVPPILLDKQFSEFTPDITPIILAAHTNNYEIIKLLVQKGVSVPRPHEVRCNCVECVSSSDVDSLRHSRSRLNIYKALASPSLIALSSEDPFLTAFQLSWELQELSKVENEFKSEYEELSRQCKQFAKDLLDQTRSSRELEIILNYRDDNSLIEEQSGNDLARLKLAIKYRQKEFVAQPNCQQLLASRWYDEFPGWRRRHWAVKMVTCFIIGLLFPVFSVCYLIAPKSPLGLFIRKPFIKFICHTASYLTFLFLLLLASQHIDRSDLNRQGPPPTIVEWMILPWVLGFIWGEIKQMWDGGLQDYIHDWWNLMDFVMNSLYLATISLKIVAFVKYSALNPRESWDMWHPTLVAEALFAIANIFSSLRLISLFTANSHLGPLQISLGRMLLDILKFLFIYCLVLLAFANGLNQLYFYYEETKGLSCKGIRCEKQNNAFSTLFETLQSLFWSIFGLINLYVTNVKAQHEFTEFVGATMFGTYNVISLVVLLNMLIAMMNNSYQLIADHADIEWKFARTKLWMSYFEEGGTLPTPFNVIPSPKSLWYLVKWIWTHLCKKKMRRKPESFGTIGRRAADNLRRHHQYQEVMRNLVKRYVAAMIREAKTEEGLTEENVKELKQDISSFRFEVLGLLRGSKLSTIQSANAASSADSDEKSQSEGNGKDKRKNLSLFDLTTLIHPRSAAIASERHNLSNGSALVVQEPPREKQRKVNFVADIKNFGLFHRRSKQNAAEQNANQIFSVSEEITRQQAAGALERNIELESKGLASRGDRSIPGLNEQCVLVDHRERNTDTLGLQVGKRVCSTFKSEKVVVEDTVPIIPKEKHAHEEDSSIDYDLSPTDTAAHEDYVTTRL
#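 Assay system: TRPC4beta/mu-opioid receptor HEK293 cell line; compound dosing: single concentration per test compound; detection: Fluo4 Ca2+ flux fluorescence; evaluation: per-well B score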
# MrgX1 antag: antagonists of human MrgX1 receptor, primary screen, HEK293 cells, Fluo-4 calcium flux; Mas-related G-protein coupled receptor member X1 (Homo sapiens), Q96LB2; BAM8-22 antagonism; active compounds read low; B-score at 10 µM; 310,000 tested, 1.3% active; AID 588676, 2011;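 active = calcium-response B-score plate-corrected more than 3 library SD below zero, starting fluorescence within 5 deviations, no agonist response on first addition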;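 note: peak minus trough fluorescence over baseline after final BAM8-22 challenge near maximal dose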
# TRPC4 potent: positive allosteric modulators of TRPC4, primary screen, cell-based, mouse TRPC4beta, HEK293 mu-opioid, Fluo-4 calcium | B-score at 10 µM | 310,000 tested, 0.42% active | Short transient receptor potential channel 4 (Mus musculus), Q9QUQ5 | DAMGO EC20, Fluo-4 Ca2+ flux; active compounds read high | AID 2227, 2009;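 active = B-score of calcium response area above 5 SD of library B-scores, with initial fluorescence ratio within 5 SD of library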;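 note: B-score of integrated fluorescence ratio over time as area under calcium response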
# MrgX1 PAM: positive allosteric modulators of MrgX1, primary screen, HEK293 cells, Fluo-4 calcium flux | FDSS; active compounds read high | B-score at 10 µM | 310,000 tested, 0.63% active | AID 588675, 2011;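 active = plate-corrected calcium response at least 3 library SD above typical, normal starting fluorescence, not activating the receptor alone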;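 note: compound read alongside a low EC10 to EC30 dose of BAM8-22 agonist; peak minus trough fluorescence over baseline measured at the second addition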
# TRPC4 act: activators of mouse TRPC4 channel, primary screen, Fluo4 calcium, HEK293 TRPC4beta/mu-opioid cells; 310,000 tested, 0.49% active; B-score at 10 µM; Fluo4 calcium fluorescence; active compounds read high;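 active = B-score above 5 SD of library B-scores, and initial fluorescence ratio not above library mean plus 5 SD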;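 note: positive B-score marks a calcium rise read as TRPC4 activation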
#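 Test system: HEK293 cells stably co-expressing mouse TRPC4beta and mu-opioid receptor | Schedule: Fluo4 dye loading 45 min at room temperature, 110 s recording | Measured by: Kinetic Fluo4 calcium fluorescence, 5 s baseline at 1 Hz | Evaluation: B score of integrated ratio | Controls: Buffer (low) and maximal DAMGO (high)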
# TRPC6 inhibitor: mouse TRPC6 channel inhibitors, primary screen, cell-based, HEK293, membrane potential dye; Short transient receptor potential channel 6 (Mus musculus), Q61143; ACh-evoked depolarization; active compounds read low; B-score at 10 µM; 310,000 tested, 1.1% active;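 active = B-score under library mean minus 3 SD, initial fluorescence not abnormally high, positive integrated signal ratio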;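 note: B-score derived from integrated fluorescence ratio over the kinetic read; more negative B-score means stronger inhibition of depolarization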
# PolyA inh: polyadenylation inhibitors in yeast reporter cells, primary screen, luminescence, S. cerevisiae; S. cerevisiae SKY197-pL101 polyadenylation reporter, beta-gal luminescence; efflux-impaired pdr1/pdr3 knockout yeast; score 100 = 6 SD above DMSO; calls only at 12 µM; 300,000 tested, 0.02% active;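 active = lowest replicate activity score at least 50, where 100 means six control SD above control mean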;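 note: yeast exposed to compound for 9 h at 30 °C; higher score means more reporter readthrough which indicates perturbed polyadenylation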
# MrgX1 ag: agonists of human MrgX1 receptor, primary screen, HEK293 cells, Fluo-4 calcium flux; Mas-related G-protein coupled receptor member X1 (Homo sapiens), Q96LB2; Fluo-4 calcium fluorescence, agonist mode; active compounds read high; B-score at 10 µM; 310,000 tested, 0.44% active; AID 588627, 2011;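 active = calcium response B-score plate-corrected fluorescence ratio at least 3 library SD, with starting fluorescence B-score inside 5 SD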
#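 Assay system: stable human MrgX1 HEK293 cell line. Quantity: 15,000 cells per well. Schedule: cells plated overnight, dye loaded 0.5 h 37 °C, 0.5 h room temperature. Detection: Fluo-4 NW calcium-flux fluorescence, kinetic read. Read-out basis: peak-minus-minimum fluorescence over baseline, converted to B scores. Control set: positive and negative control wells on each plate.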
# AI-2 QS modul: Vibrio harveyi AI-2 quorum sensing modulators, primary screen, JMH597 strain, luminescence/OD600 ratio; Vibrio harveyi JMH597 AI-2 luminescence/OD600 ratio, 9 h; active compounds read low; strain lacks LuxN and CqsS sensors; 0 = neutral-control median; activity change, % at 7.5 µM; 300,000 tested, 0.4% active; in the data active = activity change below about -75%, passing the limit was not always enough;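 note: luminescence divided by OD600 gain over 9 h not by final OD600 alone; inactives centre near 13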
# TRPC6 activator: mouse TRPC6 channel activators, primary screen, cell-based, HEK293, membrane potential dye | HEK293-TRPC6 membrane potential dye fluorescence; active compounds read high | B-score at 10 µM | 310,000 tested, 0.13% active | AID 2550, 2010;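 active = B-score of the integrated fluorescence ratio above library mean plus 3 SD, and starting fluorescence ratio within library mean plus 5 SD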;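 note: higher score means more depolarization so channel activation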
# HIF activator: HIF pathway transcriptional activators, primary screen, cell-based, U2OS HRE-luciferase, luminescence; 300,000 tested, 0.32% active; U2OS HRE-luciferase reporter; normalized: DMSO 0%, desferrioxamine 100%; activation, % at 7.5 µM (by protocol);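 active = mean activation of at least 10% of the iron chelator positive control signal, with at least half of replicates also reaching 10%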
# The depositor's hits bear a star; i = inactive; . = no result given. A portion of the library; rates above refer to the full screens.
SMILES,TRPC4 inh,MrgX1 antag,TRPC4 potent,MrgX1 PAM,TRPC4 act,TRPC6 inhibitor,PolyA inh,MrgX1 ag,AI-2 QS modul,TRPC6 activator,HIF activator
O=C1c2ccccc2C(=O)N1CCSc1n[nH]c(=S)s1,i,i,i,i,i,i,i,i,19,i,0.0
COc1ccccc1CNC(=O)C1CC(c2ccc([N+](=O)[O-])cc2)=NO1 (configuration not stated),i,i,i,i,i,i,i,i,14,i,0.4
O=C(CN(CC1CCCO1)C(=O)CNS(=O)(=O)c1ccc(F)cc1)NCc1ccc(F)cc1 (configuration not stated),i,i,i,i,i,i,i,i,14,i,-0.2
O=C(Nc1ccc(S(=O)(=O)N2CCOCC2)cc1)c1cc(S(=O)(=O)N2CCOCC2)ccc1Cl,i,i,i,i,i,i,i,i,25,i,0.2
CCOC(=O)C1=C(c2ccccc2)NC(SC)=C(C#N)C1c1cccnc1 (configuration not stated),i,i,i,i,i,i,i,i,9,i,-0.2
Clc1ccc(SCc2cc(-c3ccccc3)no2)cc1,i,i,i,i,i,i,i,i,-4,i,1.5
CCCC(c1nnnn1CCOC)N(Cc1cc2cc(C)c(C)cc2[nH]c1=O)CC1CCCO1 (configuration not stated),i,i,i,i,i,i,i,i,28,i,-0.7
O=C(NCc1cccnc1)C1CC2c3ccccc3C1c1ccccc12 (configuration not stated),i,i,i,i,i,i,i,i,16,i,-3.9
Cc1csc(NC(=O)CS(=O)(=O)c2ccccc2)n1,i,i,i,i,i,i,i,i,2,i,0.8
Cc1ccccc1-c1nc(CS(=O)(=O)CC(=O)NCc2ccco2)c(C)o1,i,i,i,i,i,i,i,i,-1,i,-0.2
COc1ccccc1NS(=O)(=O)c1cc(NC(=O)c2cc3ccccc3oc2=O)ccc1C,i,i,i,i,i,i,i,i,5,i,0.1
COc1ccc(C(=O)COC(=O)CNC(=O)c2cccc(OC(F)F)c2)cc1,i,i,i,i,i,i,i,i,10,i,0.2
O=C(O)c1ccc(/C=C/c2nc3ccccc3c(=O)[nH]2)cc1,i,i,i,i,i,i,i,i,17,i,1.5
CC1CCN(c2nncc3ccccc23)CC1,i,i,i,i,i,i,i,i,19,i,-0.3
O=C(O/N=C1/CCSc2ccccc21)c1ccc(F)cc1,i,i,i,i,i,i,.,i,19,i,0.1
O=C(c1cccc(S(=O)(=O)N2CCN(c3ccccc3)CC2)c1)N1CCCC(C(F)(F)F)C1 (configuration not stated),i,i,i,i,i,i,i,i,9,i,0.4
Cc1cccc(-c2nnc(SCCC(=O)N3CCOCC3)o2)c1,i,i,i,i,i,i,i,i,35,i,-2.5
Cc1nc2ccccc2c2c1C(=O)N(C1CCCCCCC1)C2=O,i,i,i,i,i,i,i,i,3,i,-0.2
CC1=NNC(=O)C1Cc1ccc(F)cc1 (configuration not stated),i,i,i,i,i,i,i,i,6,i,0.0
CCCN1C2CCCC1CC(NC(=S)Nc1ccc(OC)cc1)C2 (configuration not stated),i,i,i,i,i,i,i,i,3,i,0.2

# Reprinted from the part before: 5 compounds; new compounds follow.
SMILES,TRPC4 inh,MrgX1 antag,TRPC4 potent,MrgX1 PAM,TRPC4 act,TRPC6 inhibitor,PolyA inh,MrgX1 ag,AI-2 QS modul,TRPC6 activator,HIF activator
O=C(c1cccc(S(=O)(=O)N2CCN(c3ccccc3)CC2)c1)N1CCCC(C(F)(F)F)C1 (configuration not stated),i,i,i,i,i,i,i,i,9,i,0.4
Cc1cccc(-c2nnc(SCCC(=O)N3CCOCC3)o2)c1,i,i,i,i,i,i,i,i,35,i,-2.5
Cc1nc2ccccc2c2c1C(=O)N(C1CCCCCCC1)C2=O,i,i,i,i,i,i,i,i,3,i,-0.2
CC1=NNC(=O)C1Cc1ccc(F)cc1 (configuration not stated),i,i,i,i,i,i,i,i,6,i,0.0
CCCN1C2CCCC1CC(NC(=S)Nc1ccc(OC)cc1)C2 (configuration not stated),i,i,i,i,i,i,i,i,3,i,0.2
C=CCc1cc(Cl)ccc1OCCN(C)C,.,i,i,i,i,-5*,i,i,15,i,0.5
CN1CC=C2C(C#N)=C(N)C(C#N)(C#N)[C@H](c3ccoc3)[C@H]2C1,i,i,i,i,i,i,i,i,22,i,-0.4
CCOC(=O)N1CCC(=NNc2nc(C)cc(=O)[nH]2)CC1,i,i,i,i,i,i,i,i,-3,i,-0.3
CC(CC(=O)Nc1nnc(C(C)(C)C)s1)c1ccccc1 (configuration not stated),i,i,i,i,i,i,i,i,19,i,-0.8
CCOC(=O)c1c(NC(=O)CC2SC(N)=NC2=O)sc2c1CCC(C)C2 (configuration not stated),i,i,i,i,i,i,i,i,21,i,0.0
Nc1cccc2c1C(=O)N(C(=O)c1cccc(S(=O)(=O)N3CCCCCC3)c1)C2=O,i,i,i,i,i,i,i,i,6,i,-0.2
Cc1ccc(CSc2nc(N)cc(N)n2)cc1,i,i,i,i,i,i,i,i,-11,i,1.8
Cc1cc(C)cc(NS(=O)(=O)c2cccs2)c1,i,i,i,i,i,i,i,i,2,i,-0.4
Cc1cccc(C(=O)NC(=S)NC(C)c2ccccc2)c1 (configuration not stated),i,i,i,i,i,i,i,i,18,i,-1.0
Cc1cc(NC(=O)COC(=O)CCC(=O)c2ccc(F)cc2)no1,i,i,i,i,i,i,i,i,-11,i,-0.4
O=C(c1cc2ccccc2s1)N1CCN(c2ccccn2)CC1,i,i,i,i,i,i,i,i,-11,i,-0.1
CC(C)c1ccc(/C=N/n2nnnc2Nc2ccccc2)cc1,i,i,i,i,i,i,i,i,34,i,0.0
Cc1cc(NC(=O)C2CCCCC2)ncc1NC(=O)c1ccccn1,i,i,i,i,i,i,i,i,7,i,0.6
O=C(Nc1ccccc1F)Nc1cccc2ccc(O)cc12,i,i,i,i,i,i,i,i,30,i,-34
CCCOc1cc2c(C#N)c(N3CCCC3)nc(N)c2c(N)n1,i,i,i,i,i,i,i,i,16,i,-1.3
CCOc1ccc(N=c2scc(-c3ccccc3)n2CCO)cc1,i,i,i,i,i,i,i,i,3,i,3.7
O=S(=O)(c1ccc(Br)cc1)n1ccc2ccccc21,i,i,i,i,i,i,i,i,-3,i,-0.4
COc1ccccc1-c1ccc(=O)n(CC(=O)NCC2CCCO2)n1 (configuration not stated),i,i,i,i,i,i,i,i,16,i,-0.1
CCN(CC(=O)NCc1ccco1)S(=O)(=O)c1ccc(OC)cc1,i,i,i,i,i,i,i,i,11,i,0.3
CCc1c(C2(O)CCCCC2)[nH]c2cc(C(F)(F)F)ccc12,i,i,i,i,i,i,i,i,1,i,-0.2

# 4 of the entries above in order of their number in AI-2 QS modul, ascending:
Structure	AI-2 QS modul
CCCN1C2CCCC1CC(NC(=S)Nc1ccc(OC)cc1)C2 (configuration not stated)	3
CCCOc1cc2c(C#N)c(N3CCCC3)nc(N)c2c(N)n1	16
O=C(Nc1ccccc1F)Nc1cccc2ccc(O)cc12	30
Cc1cccc(-c2nnc(SCCC(=O)N3CCOCC3)o2)c1	35

# Other structures:
SMILES,TRPC4 inh,MrgX1 antag,TRPC4 potent,MrgX1 PAM,TRPC4 act,TRPC6 inhibitor,PolyA inh,MrgX1 ag,AI-2 QS modul,TRPC6 activator,HIF activator
COc1cc(CC(=O)OCC(=O)Nc2ccc3c(c2)OCO3)cc(OC)c1OC,i,i,i,i,i,i,i,i,4,i,0.0
Cc1ccc2c(c1)nnn2C1CCN(CC(=O)NCCc2ccccc2)CC1,i,i,i,i,i,i,i,i,-26,i,0.0
COc1ccc(S(=O)(=O)NCCc2ccccc2)c2cccnc12,i,i,i,i,i,i,i,i,15,i,-0.3
CC1CCN(c2ccc(NC(=O)Cn3c(=O)oc4ccccc43)cc2)CC1,i,i,i,i,i,i,i,i,25,i,0.2
CCOC(=O)Cc1csc(NC(=O)CN2C(=O)c3ccccc3C2=O)n1,i,i,i,i,i,i,i,i,-67,i,-0.2
COc1ccc(NS(=O)(=O)c2cccc(C(=O)N(C)Cc3cccs3)c2)cc1,i,i,i,i,i,i,i,i,9,i,2.4
CCCC(=O)N1CCCC(c2nc(-c3cccs3)no2)C1 (configuration not stated),i,i,i,i,i,i,i,i,5,i,2.9
CN(Cc1ccc(C(F)(F)F)cc1)C(=O)C1CCC(=O)N(C2CC2)C1 (configuration not stated),i,i,i,i,i,i,i,i,24,i,0.1
CN(C)S(=O)(=O)Nc1cccc(NC(=O)CC23CC4CC(CC(C4)C2)C3)c1,i,i,i,i,i,i,i,i,19,i,-51
C=CCC1(CC=C)CCCN1C(=O)c1cc(COc2cccc(C(F)(F)F)c2)on1,i,i,i,i,i,i,i,i,1,i,-0.5
CCSc1ncnc2c1sc1nc3c(cc12)COC(C)(C)C3,i,i,i,i,i,i,i,i,14,i,2.2
COc1cccc(OC)c1C(=O)NN1CCCCC1,.,i,i,i,i,i,i,i,1,i,-0.3
CC(C)C(NC(=O)C1CCCCC1)C(=O)NCCc1ccccc1 (configuration not stated),i,i,i,i,i,i,i,i,20,i,-0.7
Cn1/c(=N/NC(=O)c2cccc(OC(F)F)c2)sc2ccccc21,i,i,i,i,i,i,i,i,7,i,0.2

# Screening results (PubChem)
